# Screening results (PubChem BioAssay)
# HEK293 viab: counter-screen for SNCA expression inhibitors: cell viability; HEK-293-SNCA-luc viability, GF-AFC fluorescence, 24 h; Potency, µM (highest dose often 57.1 µM), without a hit: top-dose activity change, negative = cytotoxicity, most hits filed as cytotoxic; 150,000 tested, 0.12% active; AID 1671193;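 also: potency is read from the fitted curve at half-maximal effect; 0% = DMSO-treated cells and -100% = medium-only wells without cells; nearly all actives have a fitted effect of over 30% in size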
#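 Cytotoxicity counterscreen: after 24 h compound treatment of genome-edited SNCA-luciferase HEK-293 cells, live-cell protease substrate GF-AFC read by fluorescence after 30 min; activity scaled between DMSO (0%) and medium-only (-100%), curves Hill-fitted.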
# FLuc inh: blocks purified firefly luciferase enzyme activity | P08659 | purified P. pyralis luciferase, luminescence, biochemical | Potency, µM (top dose mostly 115 µM), without a hit: at the highest dose activity change, negative = inhibition, hits mostly inhibitors | 76,000 tested, 2.5% active | AID 1347043; also: potency is read from the fitted curve at half-maximal effect; nearly all actives have a fitted effect of over 65% in size
#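 FLuc 10nM, D-luciferin 10uM, ATP 10uM, Mg acetate 10mM, Tris acetate pH 7.5, Tween/BSA; cpd qHTS; enzyme added last; CCD luminescence.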
# GPT2 inhibitor: blocks human glutamate pyruvate transaminase 2. AID 1671188. Recombinant GPT2, coupled pyruvate oxidase/HRP Amplex Red fluorescence. 100,000 tested, 0.25% active. Potency, µM (top dose mostly 57.7 µM), inactives show top-dose activity change, negative = inhibition, usual class: inhibitors; also: potency is read from the fitted curve at half-maximal effect; nearly all actives have a fitted effect of over 60% in size; many of its hits are not listed in these tables
# Target sequence (Q8TD30 whole entry, looked up): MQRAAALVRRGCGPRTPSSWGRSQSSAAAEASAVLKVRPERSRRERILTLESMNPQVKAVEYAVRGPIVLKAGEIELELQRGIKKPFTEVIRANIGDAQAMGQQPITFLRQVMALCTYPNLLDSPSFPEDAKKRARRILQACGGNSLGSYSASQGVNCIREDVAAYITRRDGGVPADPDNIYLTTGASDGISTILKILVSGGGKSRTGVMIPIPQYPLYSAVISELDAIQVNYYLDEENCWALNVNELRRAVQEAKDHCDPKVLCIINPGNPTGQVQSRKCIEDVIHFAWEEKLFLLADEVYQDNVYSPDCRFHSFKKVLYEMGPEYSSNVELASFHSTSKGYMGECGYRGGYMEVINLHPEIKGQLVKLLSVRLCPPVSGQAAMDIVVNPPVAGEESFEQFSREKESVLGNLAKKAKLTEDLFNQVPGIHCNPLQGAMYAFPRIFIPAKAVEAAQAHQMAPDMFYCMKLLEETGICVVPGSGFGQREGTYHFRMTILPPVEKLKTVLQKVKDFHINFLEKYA
#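 GPT2 10ng/uL, a-KG 250uM, L-Ala 2mM, HEPES pH7.5 + 0.0001% Tween; 30 min RT. Then Amplex mix (PO/HRP/ThPP), 30 min RT dark, fluorescence. AOA 50uM used as positive control.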
# IP6K1 inh: inhibitors of human IP6K1; IP6K1 kinase, ADP-Glo luminescence, 2 h; hits give low values; Q92551; activity change, % (series mostly up to about 58 µM); 140,000 tested, 0.81% active; in the data active = activity change below about -25%
# Target sequence (Q92551 whole entry, looked up): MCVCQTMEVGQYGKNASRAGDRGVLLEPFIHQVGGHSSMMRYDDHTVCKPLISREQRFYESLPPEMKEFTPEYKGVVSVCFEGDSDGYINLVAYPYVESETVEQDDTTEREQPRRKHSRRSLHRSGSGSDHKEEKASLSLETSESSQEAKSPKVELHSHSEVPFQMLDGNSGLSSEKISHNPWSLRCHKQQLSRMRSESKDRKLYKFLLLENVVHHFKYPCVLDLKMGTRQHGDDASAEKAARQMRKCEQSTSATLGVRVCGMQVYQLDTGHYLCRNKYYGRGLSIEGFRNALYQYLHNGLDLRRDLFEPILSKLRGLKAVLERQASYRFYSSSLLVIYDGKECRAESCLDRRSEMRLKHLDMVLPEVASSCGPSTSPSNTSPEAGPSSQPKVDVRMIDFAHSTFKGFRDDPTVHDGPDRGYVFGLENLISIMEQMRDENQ
#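 ADP-Glo luminescence measures ADP made by human IP6K1 during a 2 h RT reaction with ATP/IP6 (mix at 1.3 mM/130 uM); top library doses 57.5 and 19.1 uM final.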
# HEK cytotox: kills HEK 293 cells. HEK 293 viability, ATP luminescence (CellTiter-Glo), 48-72 h. AID 1345083. Potency, µM (titrated, usually from 115 µM), inactives show at the highest dose activity change, negative = cytotoxicity, actives largely listed as inhibitors. 94,000 tested, 6.6% active; also: potency is read from the fitted curve at half-maximal effect; nearly all actives have a fitted effect of over 60% in size
#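 Cytotoxicity was scored by loss of ATP-coupled luminescence (CellTiter-Glo) in HEK 293 cells. Compound treatment ran 48 or 72 hr at 37 degree Celsius, 5% CO2, 95% humidity.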
# SNCA expr inhib: SNCA gene expression inhibition. AID 1671194. Potency, µM (top dose mostly 57.2 µM), without a hit: at the top dose activity change, negative = inhibition, most hits filed as inhibitors. HEK-293 SNCA-luciferase knock-in, luminescence, 24 h. 140,000 tested, 0.17% active;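 also: potency is read from the fitted curve at half-maximal effect; plate controls were DMSO cells for no effect and cell-free wells for full effect; nearly all actives have a fitted effect of over 45% in size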
# 3T3 cytotox: kills NIH 3T3 cells; 94,000 tested, 4.3% active; AID 1345082; Potency, µM (titrated, usually from 96.7 µM), inactives show top-dose activity change, negative = cytotoxicity, usual class: inhibitors; NIH 3T3 viability, CellTiter-Glo ATP luminescence, 48-72 h; also: potency is read from the fitted curve at half-maximal effect; nearly all actives have a fitted effect of over 55% in size
#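 First NIH 3T3 cells are plated at 400 cells/well; next compound is pinned in; then plates incubate 48 or 72 hr at 37 °C; finally CellTiter-Glo is added and luminescence read after 10 min.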
# An asterisk follows results filed as active; i = inactive; ? = inconclusive; . = not tested or not shown; & = joins results of further samples; [ ] = dose if it differs, or a comment. Unless noted, calls follow the shape of the dose curve; as a rule, active = well fitted curve in the direction sought with a large enough effect; inconclusive = small, poorly fitted or top-dose-only effect, or another doubt; inactive = no such curve, though single readings can be large; an effect the other way counts as inactive or inconclusive. Unless noted, % is scaled to controls: 0 for no effect and ±100 for the full control effect. The list is partial. The share of hits here may be higher or lower than overall.
# Below each SMILES – HEK293 viab | IP6K1 inh | GPT2 inhibitor | SNCA expr inhib | 3T3 cytotox | FLuc inh | HEK cytotox
CC1=C[C@@H](CN2CCN(c3ncccn3)CC2)[C@H](C(C)C)C[C@H]1Cc1nnc(-c2cncn2C)o1
→ -22.9% | -3.3 | 1.2% | ? | ? | -6.7% | 35.5µM*
CNC(=O)[C@@H]1CN(C(=O)c2cc(Cl)ccc2F)C[C@H]1COC
→ -4.7% | -1.3 | i | 1.5% | i | 6.6% | i
CC(=O)c1cccc(Nc2cc(C)nc3nc(Cc4ccccc4)nn23)c1
→ 0.7% | 3.2 | . | 82.6%[activator] | . | . | .
O=C1CCN(Cc2ccc(F)cc2F)CCOCCN1
→ 1.7% | 5.2 | i | -14.2% | -13.2% | -7.4% | 4.8%
C/C=C/c1ccc2c(c1)[C@@H](C)[C@H](c1ccc(O)cc1)O2
→ -15.3% | 0.6 | -4.6% | . | . | . | .
COc1ccc(CNC(=O)N2CCC3(CC2)CC(N2CCOCC2)CCO3)cc1 (stereo not given)
→ 0.6% | -6.5 | i | -8.8% | -7.4% | -19.5% | -17.8%
CC(C)(C)CC(=O)N[C@H]1C[C@H]2C(=O)Nc3cc(Cl)ccc3C(=O)N2C1
→ 5.8%[87.6 µM] | -11.2 | i | -16.7%[87.6 µM] | -20.4%[174 µM] | 9.7%[172 µM] | ?
CC(=O)Nc1ccc(CN(C)C(C)c2cccs2)cc1 (stereo not given)
→ 2.5%[87.6 µM] | 1.0 | -1.4%[88.5 µM] | 18.5%[87.6 µM] | -14.8%[138 µM] | 6.9%[172 µM] | -3.2%[172 µM]
O=C1CC(c2ccccc2)N(C(=O)Cc2cccnc2)CCCCCN1 (stereo not given)
→ -19.5% | 7.2 | i | -18.3% | -2.1% | -9.8% | -10.0%
CN(C)C[C@@H]1CN(c2ccncn2)C[C@H]1NC(=O)NC1CCCCC1
→ 12.4% | -2.4 | ? | 3.7% | -6.7% | -10.7% | 3.6%
O=C1Nc2ccccc2CC12CCN(Cc1cccnc1)CC2
→ 17.6%&4.6%[87.6 µM] | -1.3&-7.0 | -8.2%[88.5 µM] | 14.1%&10.4%[87.6 µM] | -15.8%&2.0%[138 µM] | -2.1%[172 µM] | ?
O=C1[C@H]2CN(Cc3cccc(Cl)c3)C[C@H]2C(=O)N1CCN1CCc2ccccc2C1
→ 7.1% | -4.7 | -5.7% | ? | ? | 0.6% | ?
CCOc1ccc2c(c1)c(=O)c(S(=O)(=O)c1ccc(Cl)cc1)cn2Cc1ccccc1C
→ -3.0% | 0.4 | . | -17.2% | . | . | .
Cc1cc(C)cc(NS(=O)(=O)c2ccc3c(c2)CCCN3C(=O)C2CCC2)c1
→ -16.4% | -1.8 | . | ? | . | . | .
CCn1c(CN2CCOCC2)nc2cc(NC(=O)c3ccccc3[N+](=O)[O-])ccc21
→ -0.8% | -3.9 | . | 69.8%[activator] | . | . | .
CCN(C(=O)c1cnc2ccc(C)cn2c1=O)c1ccccc1
→ -5.4% | 14.8 | . | -11.3% | . | . | .
CC1Oc2ccc(NC(=O)c3ccc(F)cc3F)cc2CN(Cc2ccc(Cl)cc2)C1=O (stereo not given)
→ -16.9% | -6.0 | 1.4% | -17.9% | ? | -0.1% | ?
O=C(c1ccc(F)cc1)N1C[C@@H]2C[C@H](C1)c1c(NS(=O)(=O)c3cccc(F)c3)ccc(=O)n1C2
→ -13.1% | 19.8 | 1.3% | ? | i | -0.9% | -8.9%
Cn1ccnc1CN1C(=O)CO[C@H](c2ccc(NC(=O)COc3ccccc3)cc2)[C@H]1CO
→ 5.6% | 3.8 | -16.6% | 42.3%[activator] | -26.1% | ? | -26.1%
COc1ccc(N2CCN(C(=O)CCc3conc3-c3ccc(F)cc3)CC2)cc1
→ 4.1% | 5.9 | -17.0% | 6.1% | -28.1% | -1.9% | ?

# 3 records drawn at random from the list so far:
# Below each SMILES – HEK293 viab | IP6K1 inh | GPT2 inhibitor | SNCA expr inhib | 3T3 cytotox | FLuc inh | HEK cytotox
O=C1CCN(Cc2ccc(F)cc2F)CCOCCN1
→ 1.7% | 5.2 | i | -14.2% | -13.2% | -7.4% | 4.8%
C/C=C/c1ccc2c(c1)[C@@H](C)[C@H](c1ccc(O)cc1)O2
→ -15.3% | 0.6 | -4.6% | . | . | . | .
CNC(=O)[C@@H]1CN(C(=O)c2cc(Cl)ccc2F)C[C@H]1COC
→ -4.7% | -1.3 | i | 1.5% | i | 6.6% | i

# Later entries.
# Below each SMILES – HEK293 viab | IP6K1 inh | GPT2 inhibitor | SNCA expr inhib | 3T3 cytotox | FLuc inh | HEK cytotox
CN1[C@@H](CCC(=O)N2CCOCC2)CNC(=O)[C@@H]2[C@H]1CCN2C1CCOCC1
→ -0.7%[87.6 µM] | 4.3 | i | 15.1%[87.6 µM] | 1.8%[174 µM] | -3.7%[172 µM] | i
CCN1CCN(C(=O)c2cn3cc(-c4cccc(C(F)(F)F)c4)sc3n2)CC1
→ 5.6% | 17.9 | i | 15.7% | -24.2% | . | -0.4%
COC(=O)[C@H](NC(=O)C1=C[C@@H](NC(=O)CC2(CC(=O)O)CCCC2)[C@@H](O)[C@H](O)C1)C(C)C
→ -1.4% | -11.1 | -6.3% | ? | -4.2% | 3.7% | 0.7%
COc1ccccc1-c1[nH]nc2ncc(-c3ccc(C)cc3)nc12
→ 8.7%[87.6 µM] | 16.8 | -16.1%[88.5 µM] | ? | -72.6%[138 µM] | 3.2%[172 µM] | ?
O=C(c1ccc(Cl)cc1)N1CCC2(CC1)C(=O)NCN2Cc1ccccc1
→ 7.5% | 9.0 | -2.0% | 2.2% | 0.7% | . | -15.6%
COC[C@H]1CCCN1C(=O)CC[C@@H]1CNC(=O)[C@@H]2C[C@H](NC(=O)c3ccccc3)CN12
→ -5.1%[87.6 µM] | 4.0 | 4.1%[88.5 µM] | 28.4%[87.6 µM] | 0.0%[174 µM] | -3.7%[172 µM] | -2.4%[172 µM]
COc1ccc(NC(=O)N2C[C@@H]3C[C@H](C2)c2ccc(NC(=O)COc4ccccc4)c(=O)n2C3)cc1
→ -8.9% | 2.0 | 2.9% | -6.6% | -27.3% | ? | -23.5%
COc1cccc(-c2cc(C(=O)N3CCC(C#N)CC3)c3cnn(C)c3n2)c1
→ . | -4.1 | . | . | -23.4% | . | -20.9%
Cc1ccc(NC(=O)Cn2cccc2-c2nc(-c3ccc(F)cc3)no2)c(Cl)c1
→ -5.9% | -4.2 | -7.8% | 3.3% | -19.6% | -10.1% | -11.0%
Cc1ccc(CN2CCCn3nc(C)c(-c4ccccc4-c4ccccc4)c32)o1
→ -14.2%[87.6 µM] | 6.6 | -12.7%[88.5 µM] | ? | 44.7µM* | 11.9%[172 µM] | ?
COC(=O)c1ccc([C@H]2Nc3ccc(S(=O)(=O)Nc4cccc(C)c4)cc3[C@H]3C=CC[C@H]32)cc1
→ -1.1% | 5.7 | . | 9.8% | . | . | .
CCN1C(=O)C2CC3(CCN(Cc4cn[nH]c4-c4ccccc4)CC3)CN2C1=O (stereo not given)
→ 17.9% | -16.2 | i | -2.2% | -15.2% | -5.7% | -12.2%
CCC(Sc1nc2cc3c(cc2c(=O)n1CCCC(=O)NCc1ccc(OC)cc1)OCO3)C(=O)NCCCOC (stereo not given)
→ -7.5% | 1.0 | . | -0.7% | . | . | .
CCOc1cccc(C2c3[nH]c4ccccc4c3CCN2C(=O)c2ccccc2F)c1 (stereo not given)
→ -4.8% | 23.2 | . | ? | . | . | .
COc1ccc2c(c1)CCc1c(C(=O)Nc3c(C)nn(Cc4ccc(Cl)cc4)c3C)noc1-2
→ 1.8% | -6.2 | . | 9.9% | . | . | .
CC1(C)CCC[C@@]2(C)[C@H]1[C@H](O)C=C(CO)[C@]2(O)CO
→ 2.2% | 0.5 | i | . | . | . | .
COc1cccc(Nc2ncc3c(n2)C(C)(C(=O)NCCN2CCOCC2)CC3)c1 (stereo not given)
→ -6.4%[87.6 µM] | -4.1 | 3.3%[88.5 µM] | -7.8%[87.6 µM] | ? | 2.0%[172 µM] | ?
Cc1cccc(C)c1NC(=O)c1oc2c(c1C)-c1nn(Cc3ccccc3)cc1CC2
→ ? | 4.6 | . | ? | . | . | .
O=C(CCc1cc(Cl)no1)NCCc1noc(C2CC2)n1
→ 8.3% | 21.6 | 4.3% | 3.8% | -3.6% | 3.0% | -22.8%
CCc1ccc(-n2nnc(-c3nc(-c4ccccc4)no3)c2C)cc1
→ 12.4% | -4.5 | . | 131.7%[activator] | . | . | .

# New compounds follow
# Below each SMILES – HEK293 viab | IP6K1 inh | GPT2 inhibitor | SNCA expr inhib | 3T3 cytotox | FLuc inh | HEK cytotox
COc1ccc(C2(C(=O)N3CCCCCC3c3nc(-c4cccnc4)no3)CC2)cc1 (stereo not given)
→ -7.8% | -5.2 | -10.3% | -7.0% | ? | -4.0% | ?
CC1CCCCN1S(=O)(=O)c1ccc2[nH]c(=O)cc(C(=O)NCCc3ccc(Cl)cc3)c2c1 (stereo not given)
→ -4.9% | 42.8 | . | -13.3% | . | . | .
O=C(Nc1ccc2c(c1)C(=O)N1CCC[C@H]1C(=O)N2)c1cc(-c2ccccn2)n[nH]1
→ 11.6% | 7.3 | -5.2% | 2.3% | -19.6% | -6.7% | ?
CNC(=O)c1cc(C)nc2onc(C3CCN(C(=O)c4ccc(C(F)(F)F)cc4)C3)c12 (stereo not given)
→ . | 7.2 | . | . | -16.2% | . | -23.2%
O=C1COCC2(CN1Cc1c(F)cccc1Cl)CN(c1ccccc1)C2
→ 3.5%[87.6 µM] | 5.2 | 2.1%[88.5 µM] | ? | -18.9%[138 µM] | -6.1%[172 µM] | ?
O=C(Nc1ncc(Cc2ccc(F)cc2)s1)c1ccc2c(c1)CC(c1ccccc1)OC2=O (stereo not given)
→ 6.7% | -9.7 | . | -2.4% | . | . | .
COc1ccc(C(=O)/C=C/c2cn(CC(O)CN3CCc4ccccc43)c3ccccc23)cc1OC (stereo not given)
→ -11.4% | -5.1 | . | -16.4% | . | . | .
CCOC(=O)c1ccccc1NC(=O)n1ncc2cc(Cl)ccc21
→ 4.6% | 0.3 | . | 9.5% | . | . | .
COCCNC(=O)C1CN(c2cccc(OC)c2)C(=O)N1 (stereo not given)
→ -13.4%[87.6 µM] | 12.2 | i | 7.7%[87.6 µM] | -12.1%[138 µM] | -1.5%[172 µM] | 3.8%[172 µM]
Cc1cccc(C)c1NC(=O)c1ccc2c(c1)N(Cc1cccc(Cl)c1)C(=O)c1ccccc1S2=O (stereo not given)
→ 6.8% | 1.6 | . | -11.4% | . | . | .
Cc1ccc(C(=O)NCC2(C)CCOCC2)cn1
→ 5.5% | -4.6 | i | -17.0% | 4.9% | 0.5% | 2.7%
